APJ antagonist – antagonists of human APJ apelin receptor; CHO-K1 APJ beta-arrestin complementation, luminescence; actives 0.32% (n = 330,000); inhibition, % at 20 µM;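 active = inhibition above about 40% at 20 µM, limit read from the data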;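 note: cells challenged with 10 nM apelin-13 agonist together with compound; plate controls were apelin-13 plus DMSO wells for no effect and DMSO wells lacking apelin-13 for full effect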
APJ ag – APJ receptor agonism. P35414. CHO-K1 APJ PathHunter beta-arrestin, luminescence; 0% DMSO wells, 100% apelin. activation, % at 20 µM. actives 0.11% (n = 330,000);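 active = activation more than six SD over the plate average, tested at 20 µM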;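 note: 0% = DMSO alone and 100% = apelin-13 at 10 nM; some results filed as inactive read as strong as hits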
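Material: CHO-K1 APJ beta-arrestin complementation cell line; Input: cell density 1000 per well; Incubation: compound stimulation 90 min at 25 °C, detection 60 min; Signal: luminescence from split beta-galactosidase complementation, Galacton Star/Emerald II substrate; Controls: DMSO-only wells as negative, 10 nM Apelin-13 as positive control.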
tim23-1 inh – growth inhibitors of tim23-1 mutant yeast | S. cerevisiae tim23-1 growth, BacTiter-Glo luminescence, 24 h | inhibition, % at 20 µM | actives 1.3% (n = 330,000);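 active = growth inhibition of the mutant yeast at or above 50%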;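 note: temperature-sensitive mutant grown at 25 °C; plate controls were DMSO-treated mutant yeast for no effect and medium wells lacking yeast for full effect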
UPR CHOP act – apoptotic UPR (CHOP) activation. CHO-CHOP luciferase reporter, luminescence; percent of tunicamycin response over DMSO baseline. activation, % at 10 µM. actives 0.34% (n = 330,000);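 active = at 10 µM dose, activation of 40% or more, normalized to positive control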;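 note: 100% = tunicamycin at 10 µg/mL and 0% = DMSO alone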
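System: CHO-CHOP luciferase reporter cell line | Buffer or medium: F12 medium containing 10% fetal bovine serum | Doses: One dose, 10 µM in 0.5% DMSO | Times: 6 h compound exposure at 37 °C after overnight seeding | Signal: Luciferase luminescence | Read-out: % activation vs tunicamycin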
Jurkat NFkB inh – lowers PMA/ionomycin-induced NF-kB signal in Jurkat cells; PMA/ionomycin-induced NF-kB luciferase reporter, luminescence; inhibition, % at 4 µM; actives 0.53% (n = 330,000); in the data active = inhibition above about 50%
Mdm2 MdmX PPI – disrupts the human Mdm2-MdmX interaction; O15151+Q00987; SaOS-2 split-luciferase Mdm2/MdmX complementation, luminescence; inhibition, % at 8 µM; actives 3% (n = 330,000); AID 485346;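 active = inhibition of at least 50% at 8 µM in the primary screen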
Target sequence (O15151 whole entry, looked up): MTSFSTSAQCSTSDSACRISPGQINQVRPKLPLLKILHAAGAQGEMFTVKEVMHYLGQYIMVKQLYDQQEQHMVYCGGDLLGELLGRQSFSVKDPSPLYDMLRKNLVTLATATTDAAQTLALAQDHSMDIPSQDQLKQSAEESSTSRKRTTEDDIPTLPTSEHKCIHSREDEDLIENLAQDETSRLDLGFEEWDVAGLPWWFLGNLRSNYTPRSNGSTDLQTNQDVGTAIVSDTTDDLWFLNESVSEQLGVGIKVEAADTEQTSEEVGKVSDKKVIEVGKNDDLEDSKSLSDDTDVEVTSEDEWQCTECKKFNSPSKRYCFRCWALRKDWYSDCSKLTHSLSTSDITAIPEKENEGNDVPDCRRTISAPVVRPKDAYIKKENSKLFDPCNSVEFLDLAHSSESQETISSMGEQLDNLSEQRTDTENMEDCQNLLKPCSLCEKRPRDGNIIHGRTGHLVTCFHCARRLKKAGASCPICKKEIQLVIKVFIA
Target sequence (Q00987 whole entry, looked up): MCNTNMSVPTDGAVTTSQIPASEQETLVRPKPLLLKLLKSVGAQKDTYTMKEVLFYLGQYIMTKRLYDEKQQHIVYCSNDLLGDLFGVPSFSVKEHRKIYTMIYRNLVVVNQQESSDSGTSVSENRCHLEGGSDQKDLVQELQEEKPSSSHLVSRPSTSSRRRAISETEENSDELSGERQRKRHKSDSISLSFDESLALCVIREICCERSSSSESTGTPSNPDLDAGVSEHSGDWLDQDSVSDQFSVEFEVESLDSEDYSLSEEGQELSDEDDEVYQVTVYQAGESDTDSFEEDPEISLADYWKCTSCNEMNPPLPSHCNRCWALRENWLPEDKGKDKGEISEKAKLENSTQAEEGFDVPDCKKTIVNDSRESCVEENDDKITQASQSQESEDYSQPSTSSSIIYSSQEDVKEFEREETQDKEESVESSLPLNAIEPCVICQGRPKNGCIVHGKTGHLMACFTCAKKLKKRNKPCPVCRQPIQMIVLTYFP
XBP1 UPR activ – adaptive UPR (XBP1) activation; CHO-XBP1 luciferase reporter, IRE1-XBP1 UPR activation, luminescence; percent of tunicamycin response, DMSO as zero; activation, % at 20 µM; actives 0.33% (n = 330,000); AID 463104;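 active = versus positive control, 20 µM dose yields 30% or more activation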;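 note: 100% = tunicamycin at 10 µg/mL and 0% = DMSO only wells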
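Test system: CHO-XBP1 luciferase reporter cells | Buffer or medium: Serum-containing F12 medium, 10% FBS | Schedule: 6 h compound exposure at 37 °C, 5% CO2 | Detection: Steady-Glo luciferase glow luminescence, 10 min after reagent addition | Read-out basis: Activation, % of tunicamycin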
697 NFkB inh – lowers PMA/ionomycin-induced NF-kB signal in 697 B cells; inhibition, % at 4 µM; 697 B-cell NF-kB luciferase reporter, 16 h; actives 0.33% (n = 330,000); in the data active = inhibition above about 35%
An asterisk follows results filed as active.

CC(Oc1ccc(Br)cc1)C(=O)Nc1ccc(S(=O)(=O)N(C)C2CCN(C)CC2)cc1 (stereo not drawn) was read as APJ antagonist 7, APJ ag 4, tim23-1 inh 8, UPR CHOP act 0.6, Jurkat NFkB inh 24, Mdm2 MdmX PPI 59*, XBP1 UPR activ 7 and 697 NFkB inh -37.
CN(Cc1cccc2cnccc12)C(=O)CCc1nnc(CCc2ccccc2)o1 was read as APJ antagonist -2, APJ ag -1, tim23-1 inh 23, UPR CHOP act 1.1, Jurkat NFkB inh -18, Mdm2 MdmX PPI -37, XBP1 UPR activ 0 and 697 NFkB inh -22.
For COc1ccc(CN(C)C(=O)c2ccc(NS(=O)(=O)c3ccc(F)cc3)cc2)c(OC)c1OC the results were APJ antagonist 18, APJ ag 7, tim23-1 inh 9, UPR CHOP act -2.1, Jurkat NFkB inh 11, Mdm2 MdmX PPI 34, XBP1 UPR activ -4 and 697 NFkB inh 10.
O=C(/C=C/c1ccc(OCCCF)cc1)NCc1ccc(Cl)c(Cl)c1 was read as APJ antagonist -7, APJ ag 3, tim23-1 inh -8, UPR CHOP act 3.4, Jurkat NFkB inh 11, Mdm2 MdmX PPI 23, XBP1 UPR activ -2 and 697 NFkB inh 23.
CCOc1ccc(CCNC(=O)C2CC(=O)N(CCc3ccccc3)C2)cc1OCC (stereo not drawn) was read as APJ antagonist 15, APJ ag -1, tim23-1 inh -2, UPR CHOP act -2.0, Jurkat NFkB inh -4, Mdm2 MdmX PPI 20, XBP1 UPR activ -3 and 697 NFkB inh 7.
`CC1(C)Cc2c(sc3nc(-c4cc5ccccc5o4)n(N)c(=O)c23)CO1` gave APJ antagonist -4, APJ ag 1, tim23-1 inh 17, UPR CHOP act 4.2, Jurkat NFkB inh -125, Mdm2 MdmX PPI -67, XBP1 UPR activ 13 and 697 NFkB inh -46.
For Cc1c(Cl)sn(-c2ccc(Cl)cc2)c1=O the results were APJ antagonist 38, APJ ag 26*, tim23-1 inh 55*, UPR CHOP act -0.6, Jurkat NFkB inh 43, Mdm2 MdmX PPI 96*, XBP1 UPR activ -10 and 697 NFkB inh 8.
Screening c1ccc(-c2cc(N3CCOCC3)nc(-c3ccccc3)n2)cc1 returned APJ antagonist 3, APJ ag -1, tim23-1 inh 18, UPR CHOP act 1.1, Jurkat NFkB inh -8, Mdm2 MdmX PPI 23, XBP1 UPR activ 2 and 697 NFkB inh 11.
For C#CCOCCOCCOCCNc1nc(N2CCN(C(=O)[C@H](CCC(=O)O)n3cc(C(N)CC(C)C)nn3)CC2)nc(N2CCN(C(=O)[C@H](Cc3cc4ccccc4[nH]3)n3cc(C(N)CC(C)C)nn3)CC2)n1 (stereo partly drawn) the results were APJ antagonist 7, APJ ag -2, tim23-1 inh 21, UPR CHOP act 1.4, Jurkat NFkB inh 4, Mdm2 MdmX PPI 15, XBP1 UPR activ 0 and 697 NFkB inh 14.
Screening O=C(OCc1cc2ccccc2[nH]c1=O)c1cccc([N+](=O)[O-])c1 returned APJ antagonist 7, APJ ag -3, tim23-1 inh -5, UPR CHOP act -0.7, Jurkat NFkB inh 3, Mdm2 MdmX PPI 11, XBP1 UPR activ -1 and 697 NFkB inh 6.
`COc1cccc(-n2nc3c(-n4ncc(C#N)c4N)nnc(C)c3c2C)c1` gave APJ antagonist 13, APJ ag -2, tim23-1 inh 1, UPR CHOP act -2.0, Jurkat NFkB inh 0, Mdm2 MdmX PPI -18, XBP1 UPR activ 2 and 697 NFkB inh 1.
Screening CCN(CC)C(=O)NCc1c(C)cc(C)cc1C returned APJ antagonist -1, APJ ag 0, tim23-1 inh 12, UPR CHOP act -1.1, Jurkat NFkB inh 4, Mdm2 MdmX PPI -12, XBP1 UPR activ -3 and 697 NFkB inh 24.
O=C1C2CC=C(Cl)CC2C(=O)N1CCC[n+]1ccccc1 (stereo not drawn) was read as APJ antagonist -22, APJ ag -3, tim23-1 inh 17, UPR CHOP act 1.1, Jurkat NFkB inh 0, Mdm2 MdmX PPI -21, XBP1 UPR activ -3 and 697 NFkB inh -21.
`CCOc1ccc(CCNC(=O)CCNS(=O)(=O)c2ccc3c(c2)CCN3C(C)=O)cc1OCC` gave APJ antagonist 9, APJ ag -5, tim23-1 inh -7, UPR CHOP act 1.6, Jurkat NFkB inh 10, Mdm2 MdmX PPI 34, XBP1 UPR activ -4 and 697 NFkB inh 5.
Screening O=C(NNC(=O)c1ccc(O)cc1O)c1ccc(-c2ccccc2)cc1 returned APJ antagonist 7, APJ ag 0, tim23-1 inh 3, UPR CHOP act -0.6, Jurkat NFkB inh -13, Mdm2 MdmX PPI 18, XBP1 UPR activ -7 and 697 NFkB inh 11.
`COc1ccc(-c2cc(C)no2)cc1S(=O)(=O)N1CCOc2ccc(C)cc21` gave APJ antagonist -35, APJ ag 11, tim23-1 inh 19, UPR CHOP act 1.9, Jurkat NFkB inh 16, Mdm2 MdmX PPI 38, XBP1 UPR activ -4 and 697 NFkB inh -23.
`O=C(Nc1nc2ccccc2[nH]1)C12CC3CC(CC(C3)C1)C2` gave APJ antagonist -22, APJ ag -7, tim23-1 inh 25, UPR CHOP act 0.4, Jurkat NFkB inh -118, Mdm2 MdmX PPI -70, XBP1 UPR activ 8 and 697 NFkB inh -157.
O=C(CSc1n[nH]c(=O)[nH]c1=O)N/N=C/C=C/c1ccccc1 was read as APJ antagonist 13, APJ ag -3, tim23-1 inh -7, UPR CHOP act 2.7, Jurkat NFkB inh 6, Mdm2 MdmX PPI -4, XBP1 UPR activ -3 and 697 NFkB inh 8.
`O=C(CN1CCC(C(=O)c2ccc(F)cc2)CC1)Nc1ccccc1Cl` gave APJ antagonist 5, APJ ag -2, tim23-1 inh 16, UPR CHOP act -0.6, Jurkat NFkB inh 2, Mdm2 MdmX PPI -7, XBP1 UPR activ -2 and 697 NFkB inh 16.
COC(=O)Cc1c(C)c2ccc(OCC(=O)N(C)C)cc2oc1=O was read as APJ antagonist 4, APJ ag -5, tim23-1 inh 6, UPR CHOP act 1.2, Jurkat NFkB inh -11, Mdm2 MdmX PPI 1, XBP1 UPR activ 0 and 697 NFkB inh 14.
For COC(=O)CN1C(c2ccccc2)=Nc2ccc(Cl)cc2C1c1ccccc1 (stereo not drawn) the results were APJ antagonist 3, APJ ag -5, tim23-1 inh 36, UPR CHOP act 0.9, Jurkat NFkB inh -4, Mdm2 MdmX PPI 6, XBP1 UPR activ 1 and 697 NFkB inh 25.
CN(c1ccc(F)cc1)S(=O)(=O)c1ccc(Cl)c(C(=O)NCC2CCCO2)c1 (stereo not drawn) was read as APJ antagonist 17, APJ ag -1, tim23-1 inh 12, UPR CHOP act -1.6, Jurkat NFkB inh 5, Mdm2 MdmX PPI -3, XBP1 UPR activ -1 and 697 NFkB inh -26.
For O=C(C1CCN(C2CCN(Cc3ccc4c(c3)CCO4)CC2)CC1)N1CCCC1 the results were APJ antagonist -8, APJ ag -1, tim23-1 inh -4, UPR CHOP act -1.9, Jurkat NFkB inh 1, Mdm2 MdmX PPI 8, XBP1 UPR activ -1 and 697 NFkB inh 11.
Cc1ccc(/C=C/C(=O)O)cc1S(=O)(=O)NC1CCS(=O)(=O)C1 (stereo not drawn) was read as APJ antagonist 7, APJ ag 1, tim23-1 inh 13, UPR CHOP act 0.1, Jurkat NFkB inh 8, Mdm2 MdmX PPI 4, XBP1 UPR activ -1 and 697 NFkB inh 5.
Screening Cc1ccc(Cl)cc1N1CCN(c2cccc[n+]2C)CC1 returned APJ antagonist 4, APJ ag -3, tim23-1 inh -21, UPR CHOP act 9.5, Jurkat NFkB inh -23, Mdm2 MdmX PPI -2, XBP1 UPR activ 1 and 697 NFkB inh -28.
`Cc1ccc(-c2nn(CC(=O)N3CCOCC3)c(=O)c3ccccc23)cc1S(=O)(=O)N(C)C` gave APJ antagonist 9, APJ ag -3, tim23-1 inh 10, UPR CHOP act -3.2, Jurkat NFkB inh 8, Mdm2 MdmX PPI 5, XBP1 UPR activ -1 and 697 NFkB inh 22.
Screening COc1ccc(NC(=O)N(C)C[C@H]2Oc3ccc(NC(=O)CCN4CCOCC4)cc3C(=O)N([C@@H](C)CO)C[C@H]2C)cc1 returned APJ antagonist 7, APJ ag -1, tim23-1 inh 11, UPR CHOP act 0.2, Jurkat NFkB inh 2, Mdm2 MdmX PPI -11, XBP1 UPR activ -1 and 697 NFkB inh 14.
Screening N#C/C(=C\c1ccc(-c2ccc(Br)cc2)o1)C(=O)NCCc1c[nH]c2ccccc12 returned APJ antagonist -4, APJ ag -2, tim23-1 inh 14, UPR CHOP act -1.9, Jurkat NFkB inh 5, Mdm2 MdmX PPI -4, XBP1 UPR activ 9 and 697 NFkB inh 6.
For COc1ccc2[nH]c(=O)c(-c3noc(-c4ccc(F)cc4)n3)cc2c1 the results were APJ antagonist 16, APJ ag -1, tim23-1 inh -23, UPR CHOP act 1.7, Jurkat NFkB inh -16, Mdm2 MdmX PPI 30, XBP1 UPR activ 2 and 697 NFkB inh 9.
Screening O=C(Cn1cnc(S(=O)(=O)N2CCOCC2)c1)Nc1ccc(OC(F)(F)F)cc1 returned APJ antagonist -7, APJ ag -2, tim23-1 inh 10, UPR CHOP act -0.9, Jurkat NFkB inh -31, Mdm2 MdmX PPI -2, XBP1 UPR activ -3 and 697 NFkB inh -5.
`CCOC(=O)NC(=O)/C(C#N)=N/Nc1c(F)cccc1F` gave APJ antagonist 16, APJ ag -7, tim23-1 inh -27, UPR CHOP act -1.1, Jurkat NFkB inh 4, Mdm2 MdmX PPI -8, XBP1 UPR activ 0 and 697 NFkB inh 15.
OCCNC(=S)NCc1ccccc1 was read as APJ antagonist -3, APJ ag 3, tim23-1 inh -1, UPR CHOP act 1.3, Jurkat NFkB inh -22, Mdm2 MdmX PPI 4, XBP1 UPR activ 1 and 697 NFkB inh 2.
Screening COc1ccc(C(CC(=O)O)NC(=O)COc2ccccc2OC)cc1OC (stereo not drawn) returned APJ antagonist -6, APJ ag 0, tim23-1 inh -3, UPR CHOP act -1.1, Jurkat NFkB inh 2, Mdm2 MdmX PPI 12, XBP1 UPR activ 0 and 697 NFkB inh -7.
For COc1ccccc1-c1sc2ccccc2c1-c1ccc(OCCN2CCCCC2)cc1 the results were tim23-1 inh 52*, UPR CHOP act 5.2, Mdm2 MdmX PPI 67*, XBP1 UPR activ 6 and 697 NFkB inh 5.
Screening CC1(C(=O)O)CCC(C(=O)NC2CCCCCC2)C1(C)C (stereo not drawn) returned APJ antagonist 16, APJ ag -5, tim23-1 inh 4, UPR CHOP act -0.4, Jurkat NFkB inh 0, Mdm2 MdmX PPI 22, XBP1 UPR activ 0 and 697 NFkB inh 20.

In the list so far, these have a cyano group:
`COc1cccc(-n2nc3c(-n4ncc(C#N)c4N)nnc(C)c3c2C)c1` gave APJ antagonist 13, APJ ag -2, tim23-1 inh 1, UPR CHOP act -2.0, Jurkat NFkB inh 0, Mdm2 MdmX PPI -18, XBP1 UPR activ 2 and 697 NFkB inh 1.
Screening N#C/C(=C\c1ccc(-c2ccc(Br)cc2)o1)C(=O)NCCc1c[nH]c2ccccc12 returned APJ antagonist -4, APJ ag -2, tim23-1 inh 14, UPR CHOP act -1.9, Jurkat NFkB inh 5, Mdm2 MdmX PPI -4, XBP1 UPR activ 9 and 697 NFkB inh 6.
`CCOC(=O)NC(=O)/C(C#N)=N/Nc1c(F)cccc1F` gave APJ antagonist 16, APJ ag -7, tim23-1 inh -27, UPR CHOP act -1.1, Jurkat NFkB inh 4, Mdm2 MdmX PPI -8, XBP1 UPR activ 0 and 697 NFkB inh 15.

Compound activity from PubChem.
